# TDP1 block: TDP1 (human) enzyme inhibition. Q9NUW8. recombinant TDP1, AlphaScreen DNA substrate cleavage. Potency, µM (doses to about 130 µM), without a hit: at the highest dose activity change, negative = inhibition, hits mostly inhibitors. 0.28% of 350,000 active. AID 485290; also: nearly all actives have a fitted effect of over 40% in size
# Target sequence (Q9NUW8 whole entry, looked up): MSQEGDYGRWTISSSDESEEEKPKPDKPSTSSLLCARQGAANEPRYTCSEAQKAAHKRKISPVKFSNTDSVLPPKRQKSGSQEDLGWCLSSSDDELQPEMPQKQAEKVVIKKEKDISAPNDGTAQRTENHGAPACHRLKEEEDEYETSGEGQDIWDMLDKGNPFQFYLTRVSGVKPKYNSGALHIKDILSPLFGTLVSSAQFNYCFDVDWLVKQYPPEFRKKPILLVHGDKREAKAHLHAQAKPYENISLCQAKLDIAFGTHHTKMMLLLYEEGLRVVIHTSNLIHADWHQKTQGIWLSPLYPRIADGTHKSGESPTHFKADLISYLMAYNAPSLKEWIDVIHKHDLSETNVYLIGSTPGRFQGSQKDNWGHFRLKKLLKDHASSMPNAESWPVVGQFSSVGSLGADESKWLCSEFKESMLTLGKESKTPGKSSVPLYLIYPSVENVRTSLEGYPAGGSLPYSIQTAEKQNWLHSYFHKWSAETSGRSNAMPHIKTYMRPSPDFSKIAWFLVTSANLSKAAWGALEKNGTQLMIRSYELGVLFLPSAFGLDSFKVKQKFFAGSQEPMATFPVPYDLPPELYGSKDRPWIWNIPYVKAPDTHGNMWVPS
#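 Here, a 5' biotin and 3' phosphotyrosine-FITC DNA oligonucleotide reports Tdp1 activity: intact substrate bridges AlphaScreen beads, while cleavage leaves a 3' phosphate and drops signal. All incubations at room temperature.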
# KAT2A inh: blocks human GCN5L2 histone acetyltransferase | Potency, µM (highest dose often 58.9 µM), without a hit: at the top dose activity change, negative = inhibition, most hits filed as inhibitors | GCN5L2 HAT assay, ThioGlo1 CoA-SH fluorescence | 0.21% of 390,000 active | Q92830
#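 GCN5L2 (20 nM) in 50mM HEPES pH 7.5, 0.1mM EDTA, 0.01% Tween-20 preincubated 15 min with compounds at room temperature. Reaction started with H3(1-25) 75uM, acetyl-CoA 70uM, ThioGlo1 50uM; CoA-thiol fluorescence (Ex340/Em540) read at 0 and 20 min.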
# TDP1 cell noCPT: qHTS for Inhibitors of human tyrosyl-DNA phosphodiesterase 1 (TDP1): qHTS in cells in absence of CPT. 15% of 420,000 active. DT40 Tdp1-/- hTDP1 cells, no CPT, ATP luminescence, 48 h. Potency, µM (highest dose often 46.2 µM), inactives show top-dose activity change, negative = growth inhibition, actives largely listed as inhibitors. AID 686978, 2013; also: nearly all actives have a fitted effect of over 55% in size
#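 Luminescent ATP content (CellTiter-Glo) served as the growth readout. Knockout chicken DT40 cells expressing human TDP1 were exposed to compounds without camptothecin for a minimum 48 hr at 37 °C.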
# * hit, by the source's call; ? = inconclusive; · = no result given; [ ] = remark or other dose. Calls follow the shape of the dose curve; as a rule, active = well fitted curve in the direction sought with a large enough effect; inconclusive = small, poorly fitted or top-dose-only effect, or another doubt; inactive = no such curve, though single readings can be large; an effect the other way counts as inactive or inconclusive. % is scaled to controls: 0 for no effect and ±100 for the full control effect; potency is read from the fitted curve at half-maximal effect. A portion of the library, so the mix of outcomes need not match the whole.
smiles	TDP1 block	KAT2A inh	TDP1 cell noCPT
COc1ccc(C(=O)NCC(c2ccc(F)cc2)N2CCOCC2)cc1S(=O)(=O)N1CCCC1 (centres undefined)	1%	-14%	-5%
CC1=C(C(=O)Nc2ccccc2C)C(c2ccccn2)n2nc(SCc3ccccc3F)nc2N1 (centres undefined)	6%	0%	10µM*
O=C(CN1C(=O)CCC1=O)Nc1cccc(NC(=O)CN2C(=O)CCC2=O)c1	2%	0%	2%
CCOC(=O)c1cnc(SCC(=O)Nc2ccc(NC(C)=O)c(OC)c2)nc1N	2%	0%	-28%
Cc1ccccc1NC(=O)COC(=O)Cc1ccsc1	0%	-2%	6%
CCc1ccccc1NC(=O)Cn1c(=O)n(-c2ccc(C)c(C)c2)c(=O)c2oc3ccccc3c21	-3%	-3%	?
CN(CCNC(=O)c1cc2c(-c3ccccc3F)nn(C)c2s1)C1CCCCC1	·	-21%	?
CCCn1c(NC(=O)c2ccc(F)cc2)nc2ccccc21	2%	-2%	?
Cc1cc(C)c2c(-n3cccc3)c(C(=O)NCC(C)c3ccccc3)sc2n1 (centres undefined)	11%	-6%	21µM*
COc1ccc(S(=O)(=O)N(C)C[C@H]2Oc3c(NC(=O)c4ccncc4)cccc3C(=O)N([C@H](C)CO)C[C@@H]2C)cc1	3%	-2%	2%
Cc1cccc(C(=O)N(Cc2nc3ccccc3c(=O)[nH]2)C2CCCC2)c1	-2%	3%	26µM*
Cn1[nH]c(C(F)(F)F)cc1=O	1%	-3%	4%
CN(C)c1nc(Nc2ccc(F)cc2)nc(Oc2ccc(F)cc2)n1	·	-1%	?
Cn1c(N)c(C(=O)COC(=O)c2ncc(Cl)c(Cl)c2Cl)c(=O)n(C)c1=O	5%	0%	0%
COc1ccc(CNC(=O)c2c3c(nc4ccccc24)C(=O)N(C2CCCCC2)C3)cc1	10%	-6%	15µM*
CCOC(=O)N/N=C/c1ccc(OC)c(O)c1	5%	-2%	0%
CCCCCCCN1CCN=C1Nc1ccccc1	-5%	3%	26µM*
Cc1cc(NC(=O)C(C)SCC(=O)N(C)CC(=O)Nc2ccc(Br)cc2C)no1 (centres undefined)	3%	-7%	-27%
CCN(CC)C(=O)Cn1cc(C(=O)C(=O)NCCc2ccc(S(N)(=O)=O)cc2)c2ccccc21	5%	-4%	?
COc1cccc(NC(=O)CN(C)C(=O)c2ccc(NC(=O)CC3SC(N4CCCCC4)=NC3=O)cc2)c1 (centres undefined)	0%	-4%	6%
Cc1ccccc1-n1c(=O)c2ccccc2n2c(=O)[nH]nc12	5%	-2%	-7%
COc1ccc(CN2C(=O)N(c3ccc(C)cc3)C(=O)C2CC(=O)Nc2ccccc2)cc1OC (centres undefined)	-4%	1%	?
COc1ccc(C2CC(c3ccccc3)=NN2c2ccc(S(N)(=O)=O)cc2)cc1 (centres undefined)	·	-11%	?
O=C(OCC(=O)N(CCc1ccccc1)Cc1ccccc1)c1ccccc1NCCO	-5%	-22%	?
O=C(OCc1ccc(O)cc1)c1c(-c2ccsc2)oc2ccc(N3CCOCC3)cc12	·	-29%	13µM*
CCN(Cc1ccccc1)Cc1c(O)ccc2c(=O)c(-c3ccc(Cl)cc3)coc12	·	-2%	21µM*
O=C(CNC(=O)c1ccc(F)cc1)N/N=C/c1cc(Br)ccc1OC(=O)/C=C/c1ccco1	·	-24%	2.6µM*
COc1cc(/C=N/NC(=O)c2cccnc2)cc(Br)c1O	8%	-2%	-4%
CCCn1ccc2c(OCC(=O)Nc3ccccc3OCC)cccc2c1=O	-5%	0%	12µM*
Cc1nnc(SCC(=O)NC2CCCCC2)[nH]c1=O	·	-6%	-14%
Cc1c(Cl)cnc(NC(=O)COC(=O)CCc2nc3ccccc3s2)c1Cl	4%	-5%	21%
CCOc1ccc(-c2n[nH]c(=S)n2Cc2ccccc2)cc1	5%	0%	21µM*
O=C(c1ccc([N+](=O)[O-])cc1)N1CCN(C(=O)c2ccco2)CC1	-1%	-4%	-18%
O=C(Nc1cccc(Br)c1)c1ccc(CSc2ccccc2)cc1	-6%	-28%	-15%
N#Cc1ccc(-c2ccc(OCC(=O)Nc3cccnc3)cc2)cc1	3%	-2%	?
CC(=O)N1N=C(c2ccccc2)CC1c1ccccc1[N+](=O)[O-] (centres undefined)	3%	-9%	?
CCOc1cc(C(F)(F)F)cnc1/C(N)=N/O	8%	-8%	-19%
CCOc1ccc(-c2nnc3sc(COc4ccc(C)cc4)nn23)cc1	0%	-1%	-24%
N#Cc1c[nH]n2c(NC3CCCC3)c(-c3ccc(Br)cc3)nc12	9%	-4%	23µM*
Cc1cc(/C=N/NC(=O)c2ccccc2F)c(C)n1-c1ccccc1	8%	-5%	2%
CCOC(=O)c1sc2nc(C)nc(N3CCCCC3C)c2c1C (centres undefined)	4%	-13%	?
CCOc1cc(/C=C(\C#N)C(=O)Nc2ccccc2C)ccc1OCc1cc(=O)n2nc(CC)sc2n1	4%	2%	-11%
Cn1c(=O)c2c(nc(NCCc3ccccc3)n2Cc2ccc(Cl)cc2)n(C)c1=O	·	0%	10µM*
Cc1cccc(C)c1OCC(O)CNC(C)C (centres undefined)	-2%	?	-7%
Cc1c(Cl)cccc1NC(=O)c1ncoc1-c1ccco1	-9%	-1%	-29%
COc1ccc(-n2c(SCC(=O)O)nnc2-c2ccc(NC(=O)c3ccccc3)cc2)cc1	-7%	-10%	5%
Cc1c(C=NNC(=O)c2ccc(Br)cc2)c2ccccn2c1C(=O)c1ccncc1	-1%	-4%	?
COc1ccc(OC)c(CNCc2ccc3c(c2)OCO3)c1	·	2%	?
O=C(Nc1cccc([N+](=O)[O-])c1)Nc1cccc([N+](=O)[O-])c1	6%	2%	2.9µM*
CCN(c1ccc(NC(=O)CSc2nnc3nc(C)cc(C)n23)cc1)C(C)C	3%	-5%	-6%
O=C(NCCCN1CCOCC1)c1ccc2c(=O)n(-c3ccc(F)c(Cl)c3)c(=S)[nH]c2c1	4%	-1%	?
Cc1ccc(/C=C/S(=O)(=O)NCC(=O)OCC(=O)N2CC(=O)Nc3ccccc32)cc1	-5%	1%	11%
COc1ccc(C(=O)NCCS(=O)(=O)NCc2ccc3c(c2)OCO3)cc1	-1%	-10%	-6%
O=C(N1CCC(n2nc(-c3ccccc3)oc2=O)CC1)C1(c2ccccc2)CC1	1%	-3%	?
CCSc1nnc(-c2ccccc2N=Cc2c(C)[nH]n(-c3ccccc3)c2=O)c(=O)[nH]1	8%	-7%	?
O=C(N[C@H]1C/C=C\C(c2ccc(F)cc2)N(Cc2ccccc2)C(=O)C1)OCC1c2ccccc2-c2ccccc21 (some centres undefined)	1%[56.1 µM]	-8%	21µM*
Cc1ccc(CN(CC(=O)N/N=C/c2ccccc2[N+](=O)[O-])S(=O)(=O)c2ccc(C)cc2)cc1	8%	-14%	?
COc1ccc(NC(=O)CN(C)C(=O)c2cn(-c3ccccc3)nc2-c2cccs2)cc1	3%[0.505 µM]	-5%	16µM*
O=c1[nH]c2ccccc2n2c(-c3ccccc3)nnc12	?	22µM*	11µM*
C=CCNc1nc(N)c(C(=O)c2ccc3c(c2)OCO3)s1	8%	-4%	-3%

# The listing continues.
smiles	TDP1 block	KAT2A inh	TDP1 cell noCPT
CCc1n[nH]c2c1/C(=N\O)CC(c1ccccc1)C2 (centres undefined)	6%	-8%	23µM*
Cc1ccc(NC(=O)COS(=O)c2ccc(C)cc2)cc1 (centres undefined)	0%	-17%	-1%
COc1ccccc1C(=O)C1CCCN(Cc2cn[nH]c2C2CCCCC2)C1 (centres undefined)	·	-3%	?
COc1cc(/C=C/c2nc3ccccc3s2)cc(OC)c1O	-2%	-1%	-18%
Cc1c(C(=O)N2CCCCCC2)oc2ccccc12	2%	-2%	?
CCCn1c(O)c(N=NC(=O)CNC(=O)c2ccncc2)c2ccccc21	2%	4%	15%
COC(=O)[C@H](C)NC(=O)c1cc2c(cn1)[nH]c1ccccc12	·	-26%	18µM*
Cc1nnc(NC(=O)C2CC(=O)N(c3ccc4c(c3)OCCO4)C2)s1 (centres undefined)	-10%[56.1 µM]	-7%	21%
O=C(N=C1N=C2C=CC=CN2Cc2ccccc21)c1ccc(S(=O)(=O)N2CCOCC2)cc1	-2%	-3%	?
CCOc1ccc(C2c3c(oc4cc(C)c(C)cc4c3=O)C(=O)N2CCCN(C)C)cc1OC (centres undefined)	4%	-12%	-6%
Cc1cc(NC(=O)c2ccc([N+](=O)[O-])cc2Cl)no1	·	2%	8%
COc1cc2c(cc1NC(=O)COc1ccc(Br)c(C)c1)oc1ccccc12	·	2%	1%
COc1ccccc1CNC(=O)CCC(=O)n1ncc2cc(C)ccc21	·	-19%	-11%
COc1ccccc1NC(=O)COC(=O)C1=NN(c2ccccc2)C(=O)CC1	0%	-3%	11%
CCN(CC)S(=O)(=O)c1cccc(C(=O)N[C@H](C(=O)NCc2ccccc2F)C(C)C)c1	0%	3%	?
Cc1cccc(CNc2cc(-c3ccccc3C)ncn2)c1	·	-10%	6.5µM*
COCCn1c(SCC(=O)Nc2cccnc2Cl)nc2ccccc2c1=O	1%	-5%	-23%
CN1CCN(CCCNC(=O)CCC(=O)N2CCOc3ccccc32)CC1	·	?	2%
Cc1ccc(C)c(Cn2c(CN(C)Cc3ccccc3)nc3c2c(=O)n(C)c(=O)n3C)c1	5%	-11%	15µM*
Cc1nn(-c2ccc(F)cc2)c(-n2cccc2)c1C(=O)N1CCCCC1C (centres undefined)	3%	-7%	·

# The listing continues:
# Values run as follows: TDP1 block	KAT2A inh	TDP1 cell noCPT
> CCOC(=O)c1cc(-c2cccnc2)nn1-c1ccccc1
→ 0%	-3%	?
> COCCCn1cnc2oc3nc4ccccc4nc3c2c1=O
→ -1%	-4%	0%
> C/C(CC(=O)NC(C)c1ccccc1)=N\NC(N)=S (centres undefined)
→ ·	9%	3%
> CC(C)CN(CCCNC(=O)c1cc(=O)[nH]c2ccc(S(=O)(=O)N3CCCCCC3)cc12)CC(C)C
→ 0%	-19%	?
> O=C(Nc1nc(SCc2ccc(F)cc2)ns1)c1ccco1
→ 3%	-6%	-14%
> COc1ccc2occ(C(=O)c3ccc(N)cc3)c2c1
→ ·	-4%	6%
> COc1ccc(/C=C/C(=O)NCC(=O)N=Nc2c(O)[nH]c3ccc([N+](=O)[O-])cc23)cc1
→ 50µM*	-13%	-16%
> COc1ccc(S(=O)(=O)N(CC(=O)NCc2ccccn2)c2ccc(Cl)cc2)cc1
→ 10%	-4%	?
> Cn1ncc2c(NNC(=O)Cc3ccccc3)ncnc21
→ 3%	1%	-4%
> Cc1oc2cc3oc(=O)c(CCC(=O)NCCCn4ccnc4)c(C)c3cc2c1C
→ ·	-4%	23µM*
> COc1ccc(Oc2ccc(C(F)(F)F)cc2N)cc1
→ 4%	-3%	?
> CCN(C(=O)COC(=O)c1c(-c2ccccc2)noc1C)c1c(N)n(Cc2ccccc2)c(=O)[nH]c1=O
→ 4%	2%	-11%
> O=C(Cn1ncc2c([nH]c3ccccc32)c1=O)Nc1cccnc1
→ -5%	-2%	-17%
> COc1cccc(-c2nc(-c3ccc4c(c3)NC(=O)CO4)cs2)c1
→ 0%	-9%	5.2µM*
> COc1cccc(C(=O)Nc2cc(C)c3c(=O)oc4ccccc4c3n2)c1
→ ·	-4%	?

# A second format for part of the listing above.
O=C(Cn1ncc2c([nH]c3ccccc32)c1=O)Nc1cccnc1
  TDP1 block = -5% | KAT2A inh = -2% | TDP1 cell noCPT = -17%

COc1ccc2occ(C(=O)c3ccc(N)cc3)c2c1
  TDP1 block = · | KAT2A inh = -4% | TDP1 cell noCPT = 6%

COc1ccc(/C=C/C(=O)NCC(=O)N=Nc2c(O)[nH]c3ccc([N+](=O)[O-])cc23)cc1
  TDP1 block = 50µM* | KAT2A inh = -13% | TDP1 cell noCPT = -16%

# Compound profiles, from the list above. Screens in order: TDP1 block, KAT2A inh, TDP1 cell noCPT
# `CCN(CC)S(=O)(=O)c1cccc(C(=O)N[C@H](C(=O)NCc2ccccc2F)C(C)C)c1` in the list: 0%, 3%, ?
# `Cc1oc2cc3oc(=O)c(CCC(=O)NCCCn4ccnc4)c(C)c3cc2c1C` in the list: ·, -4%, 23µM*
# `COc1cccc(C(=O)Nc2cc(C)c3c(=O)oc4ccccc4c3n2)c1` in the list: ·, -4%, ?
# `CCN(Cc1ccccc1)Cc1c(O)ccc2c(=O)c(-c3ccc(Cl)cc3)coc12` in the list: ·, -2%, 21µM*
# `O=C(Cn1ncc2c([nH]c3ccccc32)c1=O)Nc1cccnc1` in the list: -5%, -2%, -17%

# Screening data: PubChem BioAssay, National Center for Advancing Translational Sciences (NCATS)
